High-throughput results (PubChem BioAssay)
Cneo AK release: causes C. neoformans cell lysis; adenylate kinase release luminescence, 4 h; normalised: neutral wells 0, clomiphene wells 100; lysis activity, % at 15 µM; actives 0.2% (n = 360,000); AID 651654;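 active means mean lysis activity across replicates of at least 80%, whatever share of replicates individually reach that level; inactive means mean lysis activity below 80%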
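Material – log-phase Cryptococcus neoformans yeast cells · Input – 5 × 10^6 yeast cells/mL · Medium – fresh YPD growth medium · Doses – single compound concentration per well · Timing – static 4 h at 37 °C with compound, 1 h detection · Detection – adenylate kinase release luminescence · Read-out – signal increase indicating cell lysis · Control set – Clomiphene as positive lysis control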
PGC1a acetyl inh: PGC1a acetylation modulation, inhibitor mode; U2OS PGC1a acetylation, AlphaScreen anti-acetyl-lysine; with virally co-expressed GCN5 acetyltransferase; inhibition, % at 15.6 µM; actives 0.17% (n = 350,000); AID 651687;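 active means every replicate shows inhibition of at least 40%; inconclusive means mean inhibition at least 40% but some replicate below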;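 further: 0% = neutral control wells and 100% = positive control wells; some results beyond the cut were filed as inactive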
S100A4 inh HTS: inhibitors of human S100A4 binding to myosin IIA peptide | P26447 | S100A4/TAMRA-MyoIIA peptide fluorescence polarization | inhibition, % at 10.7 µM | actives 0.14% (n = 360,000) | AID 652163;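 active means mean inhibition of at least 70% across replicates, with every replicate also reaching that level; inconclusive means mean inhibition reaches 70% but some replicates fall short; inactive means mean inhibition below 70%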
Target sequence (P26447 whole entry, looked up): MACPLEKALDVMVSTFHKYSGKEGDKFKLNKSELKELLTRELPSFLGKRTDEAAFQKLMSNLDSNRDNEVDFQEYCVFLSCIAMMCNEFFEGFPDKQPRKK
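Test system: S100A4 monomer protein; Medium: HEPES pH 7.2 with CaCl2, KCl, NaCl, DTT, Triton; Probe or stimulus: TAMRA-labelled myosin IIA heavy-chain peptide probe, 5 nM; Doses: one dose per compound; Times: polarization read 5 min after assay mix addition, stable 5–60 min; Benchmarks: neutral control DMSO, positive control TFP.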
LGR2 antag: blocks bursicon-induced cAMP signaling via Drosophila LGR2. HEK293 LGR2, CRE-luciferase, bursicon-stimulated, 4 h. inhibition, % at 9.99 µM. actives 0.35% (n = 380,000);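 active means drop in luminescence signal, shown as inhibition above about 50% in the replicate tests, limit read from the data, passing the limit was not always enough; inconclusive means probably only some replicates passing the limit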;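 further: agonist challenge used bursicon conditioned medium at about half maximal strength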
XiGFP reactiv: activators of X-chromosome reactivation in mouse fibroblasts; XiGFP mouse fibroblasts, % GFP-positive cells imaging, 3 d; cells co-treated with 5-aza-dC sensitizer; scaled so ellipticine positive control = 100%; activation, % at 7.58 µM; actives 0.055% (n = 360,000);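 active means mean normalized replicate activation at least 10% and every replicate at or above 10%; inconclusive means only one of the two criteria met; inactive means mean below 10% and not all replicates reach 10%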;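 further: 0% = median of on-plate neutral control wells and 100% = ellipticine 6 µM median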
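System: 68-5-11 XiGFP fibroblast line | Buffer or medium: DMEM containing 5-aza-dC | Compound: Single point | Times: Compounds 3 days, fix/stain 15 min at room temperature | Benchmarks: Positive control ellipticine, 6 µM final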
Statin myotox sup: suppressors of simvastatin-induced myotoxicity in C2C12 myotubes. ATP luminescence, 48 h; scaled: DMSO 0, geranylgeraniol control 100. rescue of ATP level, % at 7.49 µM. actives 0.78% (n = 330,000). AID 602340;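 active means mean ATP rescue above about 67%, or every replicate alone reaching that limit, limit read from the data, passing the limit was not always enough; inconclusive means no clear call, values can overlap the other calls; inactive means mean under the limit and some replicate under it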;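 further: myotubes were challenged with 10 µM simvastatin during compound exposure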
ERAP1 inh: blocks human ERAP1 aminopeptidase activity; Q9NZ08; recombinant ERAP1, Leu-AMC fluorescence, 60 min; inhibition, % at 10.7 µM; actives 0.15% (n = 340,000); AID 652197;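 active means mean replicate inhibition of at least 30%, or all replicates individually reaching that 30% level; inactive means mean below 30% and not every replicate reaching it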;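 further: 0% = neutral control wells and 100% = L-leucinethiol positive control wells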
Target sequence (Q9NZ08 whole entry, looked up): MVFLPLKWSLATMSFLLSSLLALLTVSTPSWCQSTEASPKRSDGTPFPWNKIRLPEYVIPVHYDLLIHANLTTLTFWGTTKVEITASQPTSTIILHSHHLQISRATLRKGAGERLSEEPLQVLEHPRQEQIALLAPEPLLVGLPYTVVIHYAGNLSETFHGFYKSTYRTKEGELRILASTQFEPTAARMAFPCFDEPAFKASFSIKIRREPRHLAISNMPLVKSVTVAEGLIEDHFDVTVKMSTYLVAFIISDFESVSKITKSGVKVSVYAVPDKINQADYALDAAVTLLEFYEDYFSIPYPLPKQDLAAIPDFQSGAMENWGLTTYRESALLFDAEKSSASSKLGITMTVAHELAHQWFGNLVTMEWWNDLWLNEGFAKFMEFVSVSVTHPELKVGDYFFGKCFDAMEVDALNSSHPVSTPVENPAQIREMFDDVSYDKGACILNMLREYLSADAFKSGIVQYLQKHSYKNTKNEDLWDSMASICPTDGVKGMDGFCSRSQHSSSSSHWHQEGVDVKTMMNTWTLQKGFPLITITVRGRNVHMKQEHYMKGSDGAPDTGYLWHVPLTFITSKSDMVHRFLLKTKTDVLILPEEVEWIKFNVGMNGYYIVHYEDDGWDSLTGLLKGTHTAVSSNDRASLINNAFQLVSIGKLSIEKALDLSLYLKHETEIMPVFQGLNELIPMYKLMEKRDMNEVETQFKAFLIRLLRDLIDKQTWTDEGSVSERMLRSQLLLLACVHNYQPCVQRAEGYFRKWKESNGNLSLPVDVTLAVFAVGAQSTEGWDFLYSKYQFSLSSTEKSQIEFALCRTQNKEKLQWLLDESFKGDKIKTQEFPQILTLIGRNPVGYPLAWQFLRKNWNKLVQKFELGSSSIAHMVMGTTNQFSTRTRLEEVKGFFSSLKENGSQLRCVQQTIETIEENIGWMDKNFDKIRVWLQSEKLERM
SIRT5 block: sirtuin-5 (human) deacylase inhibition | Q9NXA8 | Purified SirT5, succinyl-peptide AMC, trypsin-coupled fluorescence | inhibition, % at 15 µM | actives 1.1% (n = 330,000); in the data active means inhibition above about 15%; inconclusive means no clear call, values can overlap the other calls
* = called active by the depositor; ? = inconclusive; · = not tested or not shown.

SMILES | Cneo AK release | PGC1a acetyl inh | S100A4 inh HTS | LGR2 antag | XiGFP reactiv | Statin myotox sup | ERAP1 inh | SIRT5 block
CC(C)(C)NC(=S)N1CCn2cccc2C1c1cccnc1 (stereo unspecified) | · | 3.6 | -1.1 | 4.0 | 0.2 | · | 2.1 | -3.2
CN1CCC(O)(c2ccc(Cl)cc2)C(C(=O)c2ccc(Cl)cc2)C1 (stereo unspecified) | · | · | -2.7 | 9.6 | 0.0 | · | -2.2 | ·
CNC(=O)Nc1ccc(C(=O)N/N=C\C23CC[C@@H](O)CC2(O)CC[C@@H]2[C@@H]3CCC3(C)C(C4=CC(=O)OC4)CCC23O)cc1 (stereo partly specified) | 1.4 | 9.2 | -1.1 | 6.0 | 0.0 | -2.0 | 1.0 | -10.9
C=CCN(CC=C)C(=O)Nc1ccc(OCC)cc1 | · | · | -3.5 | -0.8 | 0.3 | · | 0.3 | -1.4
COC(=O)C1=C(c2ccc(C(C)=O)cc2)C[C@@H]2CC[C@H]1N2C(=O)NCCOc1ccccc1Cl | 1.5 | 1.3 | -2.2 | 3.3 | -0.2 | 0.3 | · | ·
COC(=O)C1=C(c2ccc(F)cc2OCc2ccccc2)C[C@@H]2CC[C@H]1N2C(=O)NCCNC(C)=O | 3.9 | 3.5 | 1.8 | -4.6 | 0.0 | 6.6 | · | ·
O=C(c1cc(S(=O)(=O)N2CCOCC2)ccc1F)N1CCC2(CC1)OCCO2 | -0.6 | ? | · | 11.2 | · | 4.2 | · | ·
Cc1cccc(C)c1-n1nnnc1C(CCc1ccccc1)N1CCC(n2c(=O)[nH]c3ccccc32)CC1 (stereo unspecified) | -0.1 | -10.9 | -0.8 | 10.6 | 0.2 | 0.2 | -1.5 | 3.1
COc1ccc(CN2CCCC(C(=O)c3cccc(Cl)c3)C2)cc1 (stereo unspecified) | 27.1 | -5.3 | -5.2 | 2.7 | 0.1 | 21.0 | 0.0 | -4.2
CC12C=CC(=O)CC1CCC1C2CCC2(C)C(O)C(O)CC12 (stereo unspecified) | 0.3 | 15.9 | -10.4 | 27.4 | 0.2 | -9.4 | -3.5 | 0.1
COc1cccc(CNC(=O)CCC(=O)N2C[C@H]3C[C@H](C2)c2cccc(=O)n2C3)c1OC | -2.6 | 14.7 | 4.5 | 10.4 | · | 0.5 | -3.3 | -2.5
COC(=O)C1=C(c2cccc(C#N)c2)C[C@@H]2CC[C@H]1N2C(=O)N1CCCCC1 | -1.0 | · | -2.2 | -0.6 | 0.0 | 1.8 | -0.4 | -0.4
CSc1cccc(NP2(=O)OCC(C)([N+](=O)[O-])CO2)c1 (stereo unspecified) | · | · | 11.2 | -8.0 | -0.2 | · | 1.6 | -5.4
Cc1ccc(NC(=O)c2ccc(C)c(S(=O)(=O)N3CCCCC3)c2)nc1 | 0.2 | -10.3 | -0.3 | 2.6 | 0.5 | -0.9 | 0.5 | -1.6
O=C(N/N=C/c1c(O)n(CCC2=CCCCC2)c(=O)[nH]c1=O)c1ccccc1 | -0.4 | 28.6 | -4.5 | -47.4 | 0.1 | · | -0.4 | -1.3
Fc1ccc(C(OCCN2CCCC2)c2ccc(F)cc2)cc1 | 4.2 | 1.5 | -0.1 | 7.1 | 0.1 | · | -1.4 | -2.3
COc1ccc2c(c1OC)CN1CCc3cc4c(cc3C1C2)OCO4 (stereo unspecified) | 0.9 | 1.2 | 2.7 | 25.9 | 0.4 | -14.4 | 0.1 | -0.9
COc1ccc(CN2Cc3cc(N4CCCCC4)ccc3-n3nncc3C2)cc1 | -0.9 | -6.5 | -0.8 | -29.8 | 0.2 | 4.8 | · | -5.4
NC(=O)CN1CC(c2ccccc2)CC1=O (stereo unspecified) | 0.7 | · | -2.0 | -14.3 | · | 4.6 | 1.1 | -2.9
CCOC(=O)[C@]12Cc3ccsc3[C@H]1N(Cc1ccccc1)C(=O)c1ccccc12 | 1.7 | -3.8 | 2.6 | -5.3 | -0.1 | -2.3 | · | ·

Reprinted at random: four compounds from above
SMILES | Cneo AK release | PGC1a acetyl inh | S100A4 inh HTS | LGR2 antag | XiGFP reactiv | Statin myotox sup | ERAP1 inh | SIRT5 block
Cc1cccc(C)c1-n1nnnc1C(CCc1ccccc1)N1CCC(n2c(=O)[nH]c3ccccc32)CC1 (stereo unspecified) | -0.1 | -10.9 | -0.8 | 10.6 | 0.2 | 0.2 | -1.5 | 3.1
COc1ccc(CN2Cc3cc(N4CCCCC4)ccc3-n3nncc3C2)cc1 | -0.9 | -6.5 | -0.8 | -29.8 | 0.2 | 4.8 | · | -5.4
COc1ccc2c(c1OC)CN1CCc3cc4c(cc3C1C2)OCO4 (stereo unspecified) | 0.9 | 1.2 | 2.7 | 25.9 | 0.4 | -14.4 | 0.1 | -0.9
COc1cccc(CNC(=O)CCC(=O)N2C[C@H]3C[C@H](C2)c2cccc(=O)n2C3)c1OC | -2.6 | 14.7 | 4.5 | 10.4 | · | 0.5 | -3.3 | -2.5

Next part:
SMILES | Cneo AK release | PGC1a acetyl inh | S100A4 inh HTS | LGR2 antag | XiGFP reactiv | Statin myotox sup | ERAP1 inh | SIRT5 block
Cc1ccsc1CNCCc1ccccc1F | 1.7 | 21.0 | -5.5 | -1.3 | 0.0 | 1.7 | -3.8 | 0.5
CN(C)P(=NC(=S)c1cccn1C)(N(C)C)N(C)C | 0.5 | 6.7 | · | -1.0 | · | -4.6 | · | ·
COC(=O)C1=C(c2ccc(F)cc2OCc2ccccc2)C[C@@H]2CC[C@H]1N2C(=O)NCC1CC1 | 2.5 | -5.8 | 5.5 | 29.3 | 0.7 | -11.4 | 0.8 | ·
C=CCOC(=O)C1C(C(=O)O)C2(Cl)C(Cl)=C(Cl)C1(Cl)C2(Cl)Cl (stereo unspecified) | 1.2 | 2.0 | 2.3 | -1.7 | 0.0 | -4.1 | 3.6 | ·
COc1ccc(-n2nnnc2C(c2cccc(OC)c2OC)N2CCC(n3c(=O)[nH]c4ccccc43)CC2)cc1 (stereo unspecified) | -2.2 | -3.2 | -8.2 | ? | 0.0 | -27.4 | -3.0 | -1.4
O=C(Cc1cccnc1)N1CCCCN2[C@H](CO)[C@@H](c3ccc(/C=C/c4ccccc4)cc3)[C@@H]2C1 | -0.4 | -1.5 | -1.2 | 11.1 | 0.2 | · | -0.7 | -6.3
O=C(c1cccc([N+](=O)[O-])c1)C12CN3CN(CN(C3)C1)C2 | 0.2 | 3.3 | -2.6 | 14.8 | 0.0 | 0.3 | 4.0 | -2.9
COc1ccc(C(=O)CC2C(=O)N(C)C(=O)N(C)C2=O)cc1 | -12.1 | -12.8 | · | -13.8 | · | -12.0 | · | ·
Cc1nc2ccccc2c(=O)n1-c1cccc(C(F)(F)F)c1 | -1.1 | · | 0.4 | · | 0.2 | 1.5 | 2.0 | -0.9
CCN(CC)C(=O)c1ccc(NC(=O)CSc2nnnn2-c2cc(OC)ccc2OC)cc1 | 1.3 | 0.2 | · | 19.0 | · | -16.7 | · | ·
COC(=O)C1=C(c2ccc(F)cc2F)C[C@@H]2CC[C@H]1N2C | 0.1 | 14.8 | -0.1 | -2.6 | -0.1 | 3.9 | · | ·
Cc1cccc(C)c1-n1nnnc1C(CCc1ccccc1)N1CCC2(CC1)C(=O)NCN2c1ccccc1 (stereo unspecified) | -16.3 | 14.6 | 0.6 | 19.6 | 0.0 | 4.5 | · | 0.9
O=c1[nH]c(=S)n(Cc2ccc(F)cc2)c(O)c1C=NCCCn1ccnc1 | · | · | -2.0 | 4.4 | 0.1 | · | -3.3 | 0.2
COc1ccc(-c2ccc([C@@H]3[C@@H](CO)N4CCCCN(C(=O)Cc5ccccc5)C[C@@H]34)cc2)cc1 | 3.3 | 0.9 | · | 25.7 | 0.1 | · | · | ·
C[C@]12CC[C@H](O)CC1=CCC1C2CC[C@@]2(C)C1C[C@@H]1CC(=O)O[C@@H]12 (stereo partly specified) | 1.0 | 2.6 | 2.3 | -11.6 | 0.0 | -0.8 | 9.7 | 1.4
CCOC(=O)C1(c2ccccc2)Oc2ccccc2C(c2ccc(OC)cc2)=C1C(=O)OC (stereo unspecified) | 0.5 | -7.0 | 3.2 | -0.1 | 0.0 | 20.7 | · | -0.8
Cc1nn(Cc2ccccc2)c(Cl)c1C(=O)O | 2.0 | -1.4 | -5.8 | -11.2 | 0.0 | -3.3 | 1.1 | 0.3
CN1CCN(Cc2cc3c(cc2[N+](=O)[O-])OCO3)CC1 | 0.0 | · | 6.1 | 15.4 | 0.1 | 11.1 | 5.9 | 0.6
COC12c3ccccc3-c3ccccc3C1C(C(=O)O)C2C(=O)O (stereo unspecified) | · | · | -0.4 | 1.3 | 0.1 | · | 7.4 | -0.6
O=C(O)C1C2c3ccccc3C(O)C1(C(=O)O)c1ccccc12 (stereo unspecified) | 0.2 | -1.0 | -1.5 | -7.2 | 0.1 | -1.9 | 3.3 | -1.1
C=CCNC(=S)Nc1ccc(OC(=O)Nc2ccc(Cl)c(Cl)c2)cc1 | -1.9 | 2.1 | -3.3 | -18.7 | 0.0 | -12.0 | -1.0 | -1.3
C[C@]12C=CC(=O)C=C1C=C[C@@H]1C2CC[C@]2(C)C(=O)CCC12 (stereo partly specified) | -0.8 | 4.9 | -2.1 | 1.1 | 0.1 | 9.1 | -1.4 | -0.7
COc1cc(C)c(CNCCc2c[nH]c3ccccc23)cc1C | 1.4 | -29.4 | -1.6 | -0.3 | 0.1 | -21.6 | 2.3 | -4.0
C#CC(CC)(CC)NC(=O)Nc1ccc(OCC)cc1 | -6.4 | -1.0 | 7.9 | 1.9 | 0.1 | -4.9 | -1.0 | -8.2
COc1ccc(Cn2c(O)c(/C=N/NC(=O)c3ccccc3O)c(=O)[nH]c2=O)cc1 | · | · | 10.5 | 7.0 | 0.0 | · | 0.2 | 6.7
CC(=O)O[C@H]1C[C@@H]2OC3C=C(C)CCC3(C)[C@@]1(C)[C@@]21CO1 (stereo partly specified) | · | 83.8* | -1.8 | 102.4* | 0.5 | · | 0.6 | 0.6
COCC#Cc1ccc([C@@H]2[C@H]3CN(C(=O)Cc4ccccn4)CCCCN3[C@H]2CO)cc1 | -0.8 | 7.3 | 7.1 | 18.4 | 0.0 | · | -2.6 | -3.5
CC(C)c1ccc(N2C(=O)NC(=O)/C(=C\C=C\c3ccco3)C2=O)cc1 | · | · | -9.1 | -1.9 | 0.2 | · | 3.0 | 4.6
NC(=O)Cn1cc(C(=O)c2ccccc2)c2ccccc21 | 0.3 | · | -9.8 | -1.2 | 0.4 | 5.2 | 0.3 | -1.3
CCCC1(CCO)C(=O)NC(=S)NC1=O | -1.6 | -5.9 | -0.1 | 35.6 | -0.1 | -6.6 | 0.0 | -1.8
COC(=O)C1=C(c2ccc(OC)c(OC)c2)C[C@@H]2CC[C@H]1N2C(=O)NCCNC(C)=O | -1.8 | -0.5 | -2.9 | 40.9 | -0.6 | 0.5 | -7.0 | ·
CCc1ccccc1N1C(=O)CC(=O)NC1=O | 2.7 | -2.2 | -12.3 | 29.0 | 0.0 | 3.4 | 3.5 | -2.0

The list is partial; the hit share may differ from the screen's.
